# Screens: PubChem, Broad Institute
# ARNT-TACC3 inh – disruptors of ARNT/TACC3 protein interaction, primary screen, biochemical, AlphaScreen, single concentration; AID 623870, 2012; Transforming acidic coiled-coil-containing protein 3 (Homo sapiens), Q9Y6A5; 0.66% of 390,000 active; inhibition, % at 9.99 µM; AlphaScreen His-ARNT PAS-B/GST-TACC3 binding, luminescence; TACC3 fragment carries E629A point mutation;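 active = mean inhibition of replicates at least 50% and at least half of replicates each reaching 50%; inconclusive = half or more replicates reach 50% but mean below 50%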;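 also: 0% = complete ARNT plus TACC3 wells and 100% = ARNT alone without TACC3; many hits fall short of the cut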
# INS-1E GSIS act – GLuc luminescence reporter in INS-1E cells, primary screen for activators of glucose-dependent secretion of insulin | INS-1E GLuc reporter insulin secretion, 2-3 h | activation, % at 16.6 µM | 0.61% of 370,000 active;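 active = lowest replicate activation of at least 40%, so every replicate reaches that level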;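 also: 0% = median of neutral control wells and 100% = median of IBMX positive control wells; some compounds called inactive have numbers as strong as hits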
# F508del corr – F508del CFTR correction, initial screen, CFBE line, single point | CFBE cells, YFP halide quenching; stimulated with forskolin plus potentiator P3; % fluorescence drop versus neutral controls | activity (quench increase), % at 7.58 µM | 0.36% of 350,000 active | AID 720511, 2013;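 active = mean added fluorescence quench of at least 8% versus neutral control, with both replicates also reaching 8%; inconclusive = only one of the mean or replicate conditions met; inactive = mean below 8% and not both replicates reaching 8%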;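 also: cells transiently co-express mutant CFTR-F508del with the halide-sensitive YFP; corrector assay measuring rescue of mutant channel to the surface after 24 h compound exposure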
# PAX8 reporter – inhibitors of PAX8-driven TPO luciferase reporter, primary screen, RMG-I cells, single concentration; 1.2% of 360,000 active; SteadyGlo, 24 h; AID 652154, 2013; inhibition, % at 12.6 µM;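 active = mean replicate inhibition at least 60% with every replicate also reaching 60%; inconclusive = only one of the two criteria is met; inactive = mean below 60% and not all replicates reaching 60%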;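 also: luciferase light reporting Pax8 driven TPO promoter activity; plate controls were median of neutral control wells for no effect and mitoxantrone controls for full effect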
# DENV2 CPE – inhibitors of DENV2 cytopathic effect, primary screen, cell-based, plate reader, single concentration | DENV2-infected cells, cytopathic effect rescue | CPE inhibition, % at 9.99 µM | 1.7% of 350,000 active | AID 651640, 2012; in the data active = CPE inhibition above about 20%, passing the limit was not always enough; inconclusive = no clear call, values can overlap the other calls; tested in BHK-21 cells;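 also: 0% = median of neutral control wells and 100% = median of positive control wells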
# EWS-Fli block – EWS/Fli-driven NR0B1 reporter inhibitors, primary screen, A673 cells, NR0B1 luciferase, luminescence, MLPCN library; inhibition, % at 12.6 µM; viability-normalised; 0.67% of 350,000 active; AID 651661, 2012;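 active = mean inhibition of at least 50% after viability correction, with every replicate also passing that limit; inconclusive = mean reaches 50% but only one of two replicates passes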;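 also: firefly luciferase signal divided by Alamar Blue viability fluorescence both relative to DMSO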
# Xi reactivation – activators of inactive X chromosome reactivation, primary screen, imaging, XiGFP fibroblasts, GFP high-content imaging, set 2; XiGFP mouse fibroblasts, % GFP-positive cells imaging, 3 d; cells co-treated with 5-aza-dC sensitizer; scaled so ellipticine positive control = 100%; activation, % at 7.58 µM; 0.055% of 360,000 active;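 active = mean normalized replicate activation at least 10% and every replicate at or above 10%; inconclusive = only one of the two criteria met; inactive = mean below 10% and not all replicates reach 10%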;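 also: 0% = median of on-plate neutral control wells and 100% = ellipticine 6 µM median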
#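 Assay system: SV40-immortalized XiGFP fibroblast cells, line 68-5-11; buffer or medium: DMEM plus 5-aza-dC sensitizer; compound: one concentration, pinned; timing: compounds 3 days, fix/stain 15 min at room temperature; benchmarks: positive control ellipticine, 6 µM final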
# ERp5 inh – inhibitors of ERp5-driven insulin aggregation, primary screen, biochemical, turbidity, absorbance 650 nm, single point; Protein disulfide-isomerase A6 (Homo sapiens), Q15084; 90 min; inhibition, % at 9.99 µM; 0.05% of 350,000 active;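 active = mean replicate inhibition above about 25%, with every replicate also reaching it, limit read from the data, passing the limit was not always enough; inconclusive = only one of those two criteria met; inactive = neither criterion met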
# Target sequence (Q15084 whole entry, looked up): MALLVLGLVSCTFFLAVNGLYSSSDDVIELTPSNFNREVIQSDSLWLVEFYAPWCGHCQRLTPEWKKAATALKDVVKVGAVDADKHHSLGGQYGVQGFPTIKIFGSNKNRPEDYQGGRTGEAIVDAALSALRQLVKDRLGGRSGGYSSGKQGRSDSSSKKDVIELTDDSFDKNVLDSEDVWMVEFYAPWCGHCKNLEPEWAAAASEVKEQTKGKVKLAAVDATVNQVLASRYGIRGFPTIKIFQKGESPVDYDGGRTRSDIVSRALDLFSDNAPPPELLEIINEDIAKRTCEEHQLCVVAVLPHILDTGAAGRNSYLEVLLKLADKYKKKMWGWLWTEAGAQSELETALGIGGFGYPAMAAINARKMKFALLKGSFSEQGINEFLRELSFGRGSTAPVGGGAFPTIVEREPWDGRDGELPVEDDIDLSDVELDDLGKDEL
# Active calls of the source: *; ? = inconclusive; . = no result given; & = joins results of further samples.
SMILES,ARNT-TACC3 inh,INS-1E GSIS act,F508del corr,PAX8 reporter,DENV2 CPE,EWS-Fli block,Xi reactivation,ERp5 inh
C[C@@H]1CN([C@@H](C)CO)C(=O)Cc2cc(NC(=O)Nc3ccc(C(F)(F)F)cc3)ccc2O[C@@H]1CN(C)Cc1ccncc1,-14,28,-2.4,37,-7,.,5.2,3
O=C(NCC(c1ccccc1Cl)N1CCCC1)C1CCN(C(=O)Nc2ccccc2)CC1 (stereo not drawn),-2,-4,-4.8,1,7,2,-0.1,.
Cc1ccc(C)c(S(=O)(=O)N2CCC3(CC2)OCCN3S(=O)(=O)c2cccs2)c1,3,7,-0.5,-7,-4,12,0.1,-3
CC=Cc1ccc2n(c1=O)C[C@@H]1[C@@H](CO)[C@H](C(=O)NCC)[C@H]2N1Cc1nccs1 (mixture of isomers),-9,-1,-1.0,-13,-2,4,0.1,-5
CN1CC(=O)Nc2ccc(Br)cc2C1=O,1,9,-1.6,-6,6,4,0.0,0
CC(=O)NC(CC(=O)Nc1nc(C)cs1)c1ccccc1 (stereo not drawn),-1,4,-5.8,9,-3,-15,-0.2,-2
CC(=O)Nc1ccc(OCC(O)CN2CCCCC2C)cc1 (stereo not drawn),0,17,.,4,.,.,0.2,.
COc1ccc(-c2csc(NC(=O)CSCc3c(C)noc3C)n2)cc1OC,8,4,2.3,13,4,3,0.0,16
COc1ccc2c3c(n(C)c2c1)[C@@H](CO)NCC31CCN(C(C)=O)CC1,.,-9,-2.6,.,-1,3,0.3,.
CCCNC(=O)N1C[C@H](O)COC[C@@H]2O[C@@H](CC(=O)OC)CC[C@H]21,-1,1,3.6,.,-2,.,0.2,1
COc1ccc(S(=O)(=O)N(C)c2ccc(C(=O)N3CCCC3)cc2)cc1OC,-3,43*,-0.9,-13,?,4,-0.1,1
C[C@H](CO)N1C[C@H](C)[C@@H](CN(C)C(=O)Nc2ccc3c(c2)OCO3)Oc2ccc(NC(=O)CCN3CCOCC3)cc2C1=O,-7&0,17&7,-0.5&-0.3,-71,1&6,-15&3,-0.1&0.0,-3&-5
Cc1cc(N2CCN(C(C(=O)NC3CCCC3)C(C)(C)C)CC2)c2ccccc2n1 (stereo not drawn),.,-22,6.3,-5,-1,8,0.0,-5
CCN(C[C@H]1N[C@@](Cc2ccccc2)(C(=O)OC)[C@H]2C(=O)N(Cc3ccccc3)C(=O)[C@@H]12)S(=O)(=O)c1ccccc1,4,-6,0.3,0,-2,7,.,-2
N#CCCC(CCC#N)(CCC#N)c1cc[n+](CCc2ccccn2)cc1,-1,9,-1.6,-19,2,-4,0.1,-2
COc1ccccc1C1=Nc2cccc3cccc(c23)N1,-2,-12,-2.2,.,8,-11,.,-2
CCOC(=O)C1CCN(S(=O)(=O)c2cn(C)cn2)CC1,-1,6,-2.0,-6,-6,1,0.1,-11
O=C(CN1CCN(S(=O)(=O)c2ccccc2)CC1)NCc1ccccc1,.,-13,-2.1,11,-2,4,0.0,1
O=C1CCCCCCCCCC/C(=N\O)CCCO1,.,-28,-0.9,-30,-4,8,0.0,-1
O=[N+]([O-])c1cc(F)c(N2CCOCC2)cc1N1CCCCC1,5,-10,0.1,.,2,-4,.,3

# Part of the list above in order of length of the SMILES, high to low.
SMILES,ARNT-TACC3 inh,INS-1E GSIS act,F508del corr,PAX8 reporter,DENV2 CPE,EWS-Fli block,Xi reactivation,ERp5 inh
Cc1cc(N2CCN(C(C(=O)NC3CCCC3)C(C)(C)C)CC2)c2ccccc2n1 (stereo not drawn),.,-22,6.3,-5,-1,8,0.0,-5
COc1ccc(-c2csc(NC(=O)CSCc3c(C)noc3C)n2)cc1OC,8,4,2.3,13,4,3,0.0,16
CN1CC(=O)Nc2ccc(Br)cc2C1=O,1,9,-1.6,-6,6,4,0.0,0

# Next results:
SMILES,ARNT-TACC3 inh,INS-1E GSIS act,F508del corr,PAX8 reporter,DENV2 CPE,EWS-Fli block,Xi reactivation,ERp5 inh
CC1CC(C)CN(C(=O)COc2ccc([N+](=O)[O-])cc2Cl)C1 (stereo not drawn),-3,-21,-0.7,5,-5,4,-0.1,-4
CCOC(=O)c1cccnc1SCc1cc(=O)n2ccccc2n1,-2,56,-0.5,.,3,-6,.,-10
CCOc1ccc(NC2c3ccccc3C(=O)N2c2ccc(Cl)cn2)cc1 (stereo not drawn),-5,.,-3.4,-110,-11,-29,0.1,-1
COc1cccc(NC(=O)Nc2ccc3c(c2)C(=O)N(C)[C@@H]2CC[C@H](CC(=O)O)O[C@H]2CO3)c1,13,-1,0.3,-51,14,9,0.0,.
C[C@@H]1CCCCO[C@H](CN(C)CC2CCCCC2)[C@H](C)CN([C@H](C)CO)C(=O)c2cc(NC(=O)c3ccccc3)ccc2O1,0,29,1.5,8,.,13,0.4,-4
CCCNC(=O)N1CC2(CCN(Cc3nccs3)CC2)c2c([nH]c3cc(OC)ccc23)[C@H]1CO,.,-21,0.2,.,0,-3,0.0,-2
S=c1[nH]nc(COc2ccccc2)n1/N=C/c1ccc(Cl)cc1,2,-10,-1.7,11,1,7,0.1,0
O=C(CCN1C(=O)/C(=C/c2ccc(F)cc2)SC1=S)NC1C=CS(=O)(=O)C1 (stereo not drawn),-16,12,-1.4,14,-4,.,0.1,-2
O=C(NCCO)OC1CC2CC1[C@H]1CCCCN1C2=O (stereo partly drawn),.,33,0.5,-35,2,-3,-0.1,-1
CC(=O)N1[C@@H]2c3ccc(C4=CCCCC4)c(=O)n3C[C@H]1[C@H](CO)[C@H]2C(=O)NC1CCCC1,2,-4,-2.6,.,5,8,0.2,-3
Nc1ccccc1C(=O)NCC1(c2ccccc2)CCCC1,-4,-7,-5.5,20,-1,2,0.0,-1
COCCN(C(=O)COC(=O)c1cccs1)c1c(N)n(Cc2ccccc2)c(=O)[nH]c1=O,.,-1,-3.9,7,5,6,0.2,-2
COCCN1C=C2C(=O)C(C)(OC(=O)C3CCCC3)C(=O)C(c3ccccc3)=C2C=C1CCCC(=O)OC (stereo not drawn),-1,2,-0.1,-8,-12,-4,0.0,-2
COc1cc(CC(=O)OCC(=O)N2C(C)CCCC2C)cc(OC)c1OC (stereo not drawn),2,-22,4.9,5,0,6,1.0,-1
CCCOc1ccc(-c2nn(-c3ccccc3)cc2/C=C2\SC(N)=NC2=O)cc1,.,4,-4.0,-1,0,8,0.0,2
O=C(NCCC1=CCCCC1)C(=O)NCc1ccncc1,-3,6,-1.4,22,2,1,0.0,-1
C/C(=N\Nc1ncc(Br)cn1)c1cccc([N+](=O)[O-])c1,-1,.,0.2,-48,-1,-44,0.0,3
O=C(NNc1ccc(Cl)cc1)c1cccs1,-5,.,-1.4,-13,-1,-1,0.1,3
CC(C)(/C=N/O)N(O)C=C1C=CC(=O)C=C1,13,11,1.5,5,2,10,-0.1,2
C[C@@H]1CN([C@H](C)CO)C(=O)Cc2cc(NC(=O)Cn3cnnn3)ccc2O[C@@H]1CN(C)Cc1ccc2c(c1)OCO2,-5,9,1.7,2,1,-7,-1.0,-6
CC(C)C[C@@H](CN1CCC[C@H]1CN1C(=O)C(=O)NC[C@@H]1Cc1ccccc1)N1C[C@H](Cc2ccc(O)cc2)N(CC2CCCCC2)C(=O)C1=O,.,.,-2.2,17,4,-10,0.1,-5
COc1cc2c(cc1OC)C1=C(C#N)CN(C3CCCCC3)CN1CC2,0,37,-0.7,-1,10,-5,0.0,-2
CC(=O)Nc1cccc(C(=O)Nc2cccc3ncccc23)c1,13,11,-1.7,9,-6,7,0.0,2
C[C@H]1CN([C@@H](C)CO)C(=O)c2cc(NC(=O)Nc3ccc(C(F)(F)F)cc3)ccc2O[C@H]1CN(C)Cc1ccc(-c2ccccc2)cc1,13,11,-0.1,.,3,13,-0.9,3
S=C(NCCc1ccccc1)NN=C1CCCCCC1,1,-1,-0.1,-42,1,-16,0.1,-6
CN(CC(=O)Nc1ccc(F)cc1)CC(=O)N1CCCCCC1,-7,-1,2.8,-2,-1,-66,0.0,0
Cc1cc(C)cc(N(CC(=O)NC2CCCC2)C(=O)CCC(=O)Nc2nccs2)c1,.,10,1.0,8,5,1,0.2,1
COc1ccc(-c2ccccc2[C@H]2[C@@H](CO)N(C(=O)NC(C)C)[C@H]2C#N)cc1,.,-11,1.4,.,-7,1,0.0,7
CC(=O)N[C@@H]1C=C[C@H](CC(=O)NCC2CCCCC2)O[C@H]1CO,3,11,2.7,-4,8,-3,-0.4,4
N#Cc1ccccc1COC(=O)CCCC1=NS(=O)(=O)c2ccccc2N1,-23,-6,1.3,-16,-2,.,0.1,0
CC(NC(=O)c1ccc(C(=O)c2ccccc2)cc1)c1ccc(S(N)(=O)=O)cc1 (stereo not drawn),1,1,0.8,16,-1,0,-0.1,5
CC(CC12CC3CC(CC(C3)C1)C2)NCc1ccccc1O (stereo not drawn),4,-15,-6.2,27,-13,40,0.3,-2
COc1ccccc1N1CCN(C(=O)c2n[nH]c3ccccc23)CC1,2,1,-0.1,-4,2,1,0.1,-6
Cc1ccc(C2=NN(CC(=O)O)C(=O)CC2)cc1,2,3,4.5,-4,-3,2,0.0,0
CC(C)c1ccc(N(C(=O)CNC(=O)c2ccco2)C(C(=O)NC2CCCC2)c2ccncc2)cc1 (stereo not drawn),.,4,-2.6,15,-5,.,0.1,-4
COC(=O)C1=CN(c2ccc(OC)cc2)C(N)=C(C#N)C1c1cccc2ccccc12 (stereo not drawn),.,5,6.9,-6,5,21,-0.1,-1
CCCCSc1nc(O)cc(=O)n1CC,-5,-5,-1.0,-15,-3,-9,-0.1,-4
Cc1cccc(NC(=S)N2CCC(C(=O)c3ccc(F)cc3)CC2)c1,-1,.,-2.4,5,.,-5,0.0,3
COc1ccc(C#Cc2ccc([C@H]3[C@@H](CO)N4CCCCN(C)C[C@@H]34)cc2)cc1,3,2,-2.9,-34,-23,-60,0.2,6
C[C@@H]1CN([C@H](C)CO)C(=O)c2cccc(NC(=O)C3CCCCC3)c2O[C@@H]1CN(C)Cc1ccncc1,-4,10,1.1,3,8,-1,0.1,-6
COc1ccc(C2c3[nH]c4ccccc4c3CCN2CCCn2cccn2)c(F)c1 (stereo not drawn),16,1,-1.3,20,4,11,0.0,8
C[C@H]1CN([C@@H](C)CO)C(=O)c2cc(-c3ccccc3F)cnc2O[C@H]1CN(C)Cc1ccccc1,-5,-14,2.6,.,-3,-8,-0.2,-2
COc1cc([N+](=O)[O-])cc(/C=N/N(CCC#N)C(C)=O)c1O,4,-9,-0.9,10,8,10,0.0,-7
Cc1ccc(N2CC(C(=O)NCCS(=O)(=O)N3CCN(c4ccccc4)CC3)CC2=O)cc1C (stereo not drawn),0,6,0.3,2,7,1,0.1,-6
CC(=O)c1ccc(OCc2cc(C(=O)N(C)CCN3CCOCC3)no2)cc1,-5,14,1.1,-32,5,-9,0.2,-4
Cc1ccc([C@H]2C[C@H](n3cc(C4CC4)nn3)[C@@H](O)CN2C(=O)C2CCCCC2)cc1,.,-9,1.3,-15,2,4,0.0,8
